Screening results from PubChem.
PLK1 PBD block – blocks phosphopeptide binding to human PLK1 polo-box domain | P53350 | Plk1 PBD binding of FITC phosphopeptide, fluorescence polarization | Potency, µM, for the others: max response, negative = inhibition, most hits filed as inhibitors | 2.8% of 360,000 active | AID 720504; further: potency means the concentration at half of the fitted maximal effect; series mostly up to about 57 µM; on the % scale 0 is the no-effect control and ±100 the full control effect; nearly all actives have a fitted effect of over 65% in size
CCT chaperon mod – modulators of cytosolic chaperonin (CCT/TRiC) activity; 0.3% of 360,000 active; purified chaperonin ATPase assay, HTRF ADP detection, 30 min; activity change, % (test concentration not listed), hits read low; in the data active means activity change below about -30%; further: on the % scale 0 is the no-effect control and ±100 the full control effect
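TRiC at 40 or 20 nM final (batch-dependent) in 30 mM Tris pH 7.4, 100 mM KCl, 5 mM MgCl2, 1 mM DTT, with compound at single 76 uM and 10 uM ATP, 30 min at 37 deg C. ADP detected by HTRF Transcreener, 665/615 ratio.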
EPAC1 antagonist – EPAC1 (human) antagonism | EPAC1 GEF assay, Rap1b-BODIPY-GDP exchange fluorescence | Potency, µM (doses to about 115 µM), inactives show top-dose activity change, negative = inhibition, hits mostly inhibitors | 0.14% of 360,000 active;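 further: potency means the concentration at half of the fitted maximal effect; plate controls were vehicle for no effect and positive control for full effect; nearly all actives have a fitted effect of over 50% in size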
Target sequence (O95398 whole entry, looked up): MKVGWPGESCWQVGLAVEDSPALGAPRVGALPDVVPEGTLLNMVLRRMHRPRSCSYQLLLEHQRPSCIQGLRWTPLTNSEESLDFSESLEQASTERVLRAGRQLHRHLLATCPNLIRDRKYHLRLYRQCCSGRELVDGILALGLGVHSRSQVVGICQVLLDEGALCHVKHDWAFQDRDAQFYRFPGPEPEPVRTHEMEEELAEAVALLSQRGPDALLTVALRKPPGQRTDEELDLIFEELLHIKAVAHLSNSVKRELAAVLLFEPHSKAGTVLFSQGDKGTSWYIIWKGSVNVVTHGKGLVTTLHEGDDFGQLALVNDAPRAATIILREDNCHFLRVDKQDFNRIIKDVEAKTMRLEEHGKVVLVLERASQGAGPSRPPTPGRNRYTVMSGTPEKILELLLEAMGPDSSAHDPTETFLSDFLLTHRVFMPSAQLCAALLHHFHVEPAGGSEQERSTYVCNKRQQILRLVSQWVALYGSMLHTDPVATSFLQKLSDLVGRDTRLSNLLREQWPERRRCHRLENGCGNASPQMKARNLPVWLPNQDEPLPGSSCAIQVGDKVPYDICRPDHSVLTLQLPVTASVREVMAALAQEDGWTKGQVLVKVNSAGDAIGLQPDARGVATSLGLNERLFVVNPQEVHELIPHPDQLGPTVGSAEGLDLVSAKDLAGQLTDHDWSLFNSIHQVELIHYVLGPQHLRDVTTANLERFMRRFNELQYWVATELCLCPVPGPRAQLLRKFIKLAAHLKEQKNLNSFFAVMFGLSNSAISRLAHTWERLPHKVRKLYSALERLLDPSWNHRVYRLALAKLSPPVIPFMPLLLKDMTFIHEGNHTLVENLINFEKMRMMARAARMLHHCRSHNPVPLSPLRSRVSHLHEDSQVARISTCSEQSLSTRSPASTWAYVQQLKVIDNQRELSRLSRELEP
MmCpn inh – M. maripaludis TRiC chaperonin inhibition | purified Mm-Cpn ATPase, ADP Transcreener TR-FRET | Potency, µM (doses to about 76.9 µM), for inactives: at the top dose activity, negative = inhibition, hits mostly inhibitors | 0.031% of 330,000 active; further: potency means the concentration at half of the fitted maximal effect; on the % scale 0 is the no-effect control and ±100 the full control effect; nearly all actives have a fitted effect of over 80% in size
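ATPase turnover read by TR-FRET ADP competition (Eu cryptate antibody/ADP-d2, 665/590 nm): 10uM ATP final, 25nM Mm-CPN final, 30 min 37degC after 10-min compound preincubation, pH 7.4 Tris/KCl/MgCl2/DTT buffer.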
EPAC2 antagonist – EPAC2 (human) antagonism; Q8WZA2; EPAC2 GEF exchange of Rap1B-BODIPY-GDP, fluorescence; Potency, µM (series often up to 114 µM), for the others: at the top dose activity, negative = inhibition, most hits filed as inhibitors; 0.18% of 360,000 active; further: potency means the concentration at half of the fitted maximal effect; on the % scale 0 is the no-effect control and ±100 the full control effect; nearly all actives have a fitted effect of over 45% in size; many of its hits are not listed in these tables
EPAC1 agonist – EPAC1 (human) agonism. Potency, µM (titrated, usually from 154 µM), without a hit: at the highest dose activation, hits mostly activators. EPAC1 agonist qHTS, biochemical assay; response scale: 100% = response to 6.5 mM cAMP. O95398. AID 720707. 0.073% of 360,000 active; further: potency means the concentration at half of the fitted maximal effect; nearly all actives have a fitted effect of over 60% in size
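Nucleotide exchange by EPAC1 (100 nM) on Rap1B–BODIPY-GDP (250 nM) in the presence of 50 uM GDP is tracked fluorescently at 480/540 nm over 30 min. Signals are normalized to a 6.5 mM cAMP control.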
PI5P4Ka inh – PI5P4K alpha (human) kinase inhibition | PI5P4Kalpha enzyme, ADP-Glo luminescence, 60 min; active compounds read low | max response, % | 1.2% of 330,000 active | AID 652105; active means max response of -50% or lower; inconclusive means between -30% and -50%; inactive means -30% or higher; further: value at the top dose of about 77 µM; on the % scale 0 is the no-effect control and ±100 the full control effect
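Compounds were pin-transferred onto PI5P4Kalpha and substrate in HEPES pH 7.4 buffer with EGTA, CHAPS and 5% DMSO. ATP (5 microM final) started the reaction, which ran 60 minutes at room temperature before ADP-Glo detection.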
WRN inhibitor – blocks human WRN helicase; Potency, µM (series often up to 114 µM), for the others: at the top dose activity change, negative = inhibition, actives largely listed as inhibitors; 0.46% of 360,000 active; AID 651768; Q14191; WRN helicase unwinding, fluorescent forked duplex, kinetic; further: potency means the concentration at half of the fitted maximal effect; on the % scale 0 is the no-effect control and ±100 the full control effect; nearly all actives have a fitted effect of over 55% in size
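Fluorescence dequenching readout, ex 525 nm/em 598 nm, kinetic mode: forked duplex DNA (100 nM final) with adjacent fluorophore and quencher unwound by WRN (20 nM final) with 2 mM ATP. Compound preincubation 15 min, room temperature.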
Starred values were filed as active, the others as inactive; u = inconclusive; x = no result given; [ ] = another dose, or the depositor's remark. Unless noted, the call rests on the fitted dose curve; in most records, active means well fitted curve in the direction sought with a large enough effect; inconclusive means small, poorly fitted or top-dose-only effect, or another doubt; inactive means no such curve, though single readings can be large; an effect the other way counts as inactive or inconclusive.

item | Compound | WRN inhibitor | EPAC1 antagonist | EPAC1 agonist | MmCpn inh
1 | Cc1cc(Br)ccc1SCC(=O)Nc1cccnc1 | -4% | 4% | 7% | 1%
2 | COc1ccccc1CNC(=O)C1CCN(c2nc3ccccc3o2)CC1 | -4% | 18% | -2% | 0%
3 | O=C(c1cc(Cl)cc(Cl)c1)N1CCC(=O)N(C(COCc2ccccc2)Cc2ccccc2)CC1 (stereo not given) | -13% | 0% | -9% | -4%
4 | Cc1c(NC(=O)Nc2ccc(Cl)cc2)c(=O)n(-c2ccccc2)n1C | -1% | 5% | -3% | 0%
5 | CC(=O)c1cc2c(cc1NS(=O)(=O)c1ccc(C)cc1)OCO2 | 9% | 1% | 20% | -23%
6 | COc1ccc(S(=O)(=O)Nc2cc3c4c(c2)CC(=O)N4CCC3)cc1OC | -2% | 2% | 12% | x
7 | c1ccc2nc(N3CCOCC3)c(N3CCCC3)nc2c1 | -16% | -1% | 8% | x
8 | O=C1OC(N2CCN(Cc3ccccc3)CC2)c2ccccc21 (stereo not given) | -4% | 11% | 10% | x

item | EPAC2 antagonist | CCT chaperon mod | PLK1 PBD block | PI5P4Ka inh
1 | -21% | -0.7 | -15% | 6
2 | 19% | -0.5 | -7% | x
3 | 3% | -0.8 | -8% | 11
4 | -1% | -2.0 | -9% | x
5 | -6% | -0.4 | -7% | x
6 | -9% | -0.9 | -10% | -12
7 | -3% | 14 | 3% | 1
8 | 1% | -0.1 | -3% | x

More compounds follow:
item | Compound | WRN inhibitor | EPAC1 antagonist | EPAC1 agonist | MmCpn inh
9 | CCOC(=O)CC(=O)c1[nH]c(C)c(C(=O)OCC)c1C | -4% | 7% | -9% | -5%
10 | CC(C(=O)N1c2ccccc2CCc2ccccc21)n1nnc(-c2ccc(N(C)C)cc2)n1 (stereo not given) | -9% | -5% | 12% | -15%
11 | Cc1ccc(SCC(=O)N2CCN(c3ccccn3)CC2)cc1 | -1% | -15% | -11% | -3%
12 | CC1CC(C)CN(S(=O)(=O)c2ccccc2[N+](=O)[O-])C1 (stereo not given) | -12% | 5% | 0% | 2%
13 | O=c1[nH]c(C2CCN(S(=O)(=O)Cc3ccccc3)CC2)nc2c1nnn2Cc1ccccc1 | -5% | -14% | 13% | 0%
14 | CCCc1nnc(NC(=O)C(C)N2C(=O)C3C4C=CC(C4)C3C2=O)s1 (stereo not given) | 5% | 2% | 5% | 0%
15 | COCC1CCN(Cc2nc(-c3ccc(OC)cc3)no2)CC1 | -7%[57.1 µM] | -22% | -1% | 0%
16 | COc1ccccc1NC(=O)C(C)OC(=O)CCCOc1ccccc1 (stereo not given) | -5% | -28% | -1% | 0%

item | EPAC2 antagonist | CCT chaperon mod | PLK1 PBD block | PI5P4Ka inh
9 | 1% | -1.7 | -10% | -4
10 | 0% | -1.6 | -4% | 0
11 | 6% | 1.6 | 2% | 0
12 | 2% | -0.1 | -3% | 11
13 | -6% | -1.5 | -12% | 0
14 | 0% | -1.2 | -7% | -2
15 | -8% | -0.7 | 0% | 0
16 | -8% | 0.0 | -4% | 11

Other compounds:
item | Compound | WRN inhibitor | EPAC1 antagonist | EPAC1 agonist | MmCpn inh
17 | O=C(CN1CCCCC1)Nc1ccc(S(=O)(=O)c2ccc(NC(=O)CN3CCCCC3)cc2)cc1 | 14% | 3% | -1% | x
18 | COc1ccc(N=C2S/C(=C\c3cc(C)n(C)c3C)C(=O)N2C)cc1 | -14% | 4% | 7% | 0%
19 | C=CCOCC(O)Cn1c(N2CCCC2)nc2c1c(=O)n(C)c(=O)n2C (stereo not given) | -2% | -10% | -12% | 2%
20 | NC1=NC2OC(CO)C(O)C2O1 (stereo not given) | -2% | 8% | 11% | x
21 | CCOc1cc(/C=N/NC(=O)c2ccccc2-n2cccc2)ccc1O | -4% | -9% | -2% | -3%
22 | CC(=O)c1ccc(OCc2cc(C(=O)NCCN3CCCC(O)C3)no2)cc1 (stereo not given) | 2% | -9% | -6% | 4%
23 | O=C1C2Sc3[nH]c(=O)sc3C(c3cc([N+](=O)[O-])ccc3O)C2C(=O)N1c1ccccc1 (stereo not given) | u | u | -9% | -10%
24 | COc1ccc(/C(C)=N/Nc2nc(C)c(C(C)=O)s2)cc1 | -3% | 6% | 16% | 0%

item | EPAC2 antagonist | CCT chaperon mod | PLK1 PBD block | PI5P4Ka inh
17 | 4% | -0.8 | -4% | 1
18 | -2% | 2.0 | -5% | 2
19 | 1% | -0.3 | -1% | -7
20 | 8% | 0.5 | -4% | 3
21 | 10% | -2.4 | 2% | -7
22 | 23% | -4.4 | -12% | -1
23 | -11% | -1.1 | -27% | u
24 | -1% | -3.1 | -7% | 1

Arranged by molecular weight (descending): 3 of the compounds above.
item | Compound | WRN inhibitor | EPAC1 antagonist | EPAC1 agonist | MmCpn inh
23 | O=C1C2Sc3[nH]c(=O)sc3C(c3cc([N+](=O)[O-])ccc3O)C2C(=O)N1c1ccccc1 (stereo not given) | u | u | -9% | -10%
24 | COc1ccc(/C(C)=N/Nc2nc(C)c(C(C)=O)s2)cc1 | -3% | 6% | 16% | 0%
20 | NC1=NC2OC(CO)C(O)C2O1 (stereo not given) | -2% | 8% | 11% | x

item | EPAC2 antagonist | CCT chaperon mod | PLK1 PBD block | PI5P4Ka inh
23 | -11% | -1.1 | -27% | u
24 | -1% | -3.1 | -7% | 1
20 | 8% | 0.5 | -4% | 3

Additional entries
item | Compound | WRN inhibitor | EPAC1 antagonist | EPAC1 agonist | MmCpn inh
25 | COc1ccc(OC)c(NC(=O)c2ccccc2SC)c1 | -5% | -2% | 11% | -1%
26 | CC(C)(C)c1nc(Sc2ccc([N+](=O)[O-])cn2)n[nH]1 | 3% | -5% | -3% | -1%
27 | CC(=O)c1ccc(NC(=O)CCc2c(C)nc3ncnn3c2C)cc1 | -19% | -2% | -2% | 0%
28 | CC1CCC(NC(=O)c2nn(C)c3c2CSc2ccccc2-3)CC1 (stereo not given) | -1% | 20% | 7% | 0%
29 | COCCn1c(SCC(=O)Nc2nc3ccccc3s2)nnc1-c1ccoc1C | 10% | 10% | 1% | x
30 | O=C(Cc1ncc(C(F)(F)F)cc1Cl)NCCc1ccccn1 | -11% | -18% | 8% | 2%
31 | O=C1C2C3C=CC(CC3)C2C(=O)N1c1ccccc1 (stereo not given) | -10% | -5% | 7% | 0%
32 | Cc1ccc(-n2c(-c3ccc(Cl)cc3)n[nH]c2=S)c(C)c1 | 10% | -13% | -8% | -6%

item | EPAC2 antagonist | CCT chaperon mod | PLK1 PBD block | PI5P4Ka inh
25 | 0% | -0.3 | -4% | x
26 | -2% | -1.7 | -1% | 5
27 | 3% | -0.3 | -1% | -5
28 | -2% | -0.7 | u | -1
29 | 4% | 0.9 | 0% | 0
30 | 22% | -3.5 | 72%[activator] | -3
31 | -3% | 0.9 | -6% | 1
32 | -15% | -0.5 | -8% | 1

Looked up above.
#13 @ WRN inhibitor = -5%
#2 @ EPAC2 antagonist = 19%
#8 @ WRN inhibitor = -4%
#12 @ EPAC1 antagonist = 5%

Additional compounds:
item | Compound | WRN inhibitor | EPAC1 antagonist | EPAC1 agonist | MmCpn inh
33 | NC(Cc1ccc2nonc2c1)C(=O)O (stereo not given) | 7% | 13% | 4% | 1%
34 | CCOc1ccc(-n2c(SCC(=O)Nc3ccc(Br)cc3)nc3n[nH]c(C)c3c2=N)cc1 | -5% | 3% | -6% | -3%
35 | COc1cc(NC(=O)CN(C)S(=O)(=O)c2ccc3nc(C)sc3c2)cc(OC)c1 | -8% | u | 4% | 1%
36 | CC(OC(=O)Cc1ccc(Br)cc1)C(=O)NC1CCCCC1C (stereo not given) | 1% | -18% | -34%[inhibitor] | 1%
37 | CCN(CC)C(=O)C1c2ccccc2Oc2ccccc21 | -8%[57.1 µM] | -20% | 7% | -7%
38 | CC(=O)n1cc(/C=C2/N=C(c3ccccc3)OC2=O)c2ccccc21 | 0% | -4% | 4% | 1%
39 | COc1ccc(-n2ccc(=O)c(C(=O)O)n2)cc1 | 2% | -15% | 12% | 0%
40 | CCOC(=O)c1c(C)nc2sc(C(N)=O)c(N)c2c1-c1ccccc1 | 4% | -3% | -7% | -6%

item | EPAC2 antagonist | CCT chaperon mod | PLK1 PBD block | PI5P4Ka inh
33 | 2% | -2.1 | -11% | -4
34 | 7% | -3.4 | -6% | 7
35 | 0% | -4.3 | -3% | 0
36 | -1% | -3.4 | -2% | 0
37 | -4% | -2.0 | -5% | 3
38 | -19% | -2.0 | -28% | 7
39 | 0% | -3.2 | -12% | 2
40 | -3% | 2.2 | -3% | 12

Next section.
item | Compound | WRN inhibitor | EPAC1 antagonist | EPAC1 agonist | MmCpn inh
41 | Cc1cccc(-c2nc(CS(=O)CC(=O)NCCc3ccc(Cl)cc3)c(C)o2)c1 (stereo not given) | 0% | -24% | -8% | 2%
42 | CCCn1c(SCC(=O)Nc2nnc(CC)s2)nnc1-c1ccco1 | 2% | 2% | -2% | -1%
43 | COc1ccc(OC)c(CNC(=O)Cc2c(C(=O)O)[nH]c3ccccc23)c1 | 1% | -16% | 10% | 0%
44 | Cc1ccc(-n2cccn2)c(CN2CCCC(CNC(=O)c3ccc(F)cc3)C2)c1 (stereo not given) | -3% | -9% | 1% | 2%
45 | Cc1ccc(S(=O)(=O)N2CCN(Cc3nnc(-c4c(-c5ccccc5)noc4C)o3)CC2)cc1 | -30% | -13% | 11% | 0%
46 | CCOC(=O)c1c(C(=O)OCC)c(C)n(N2C(=O)CSC2=S)c1C | u | 10% | 7% | 0%

item | EPAC2 antagonist | CCT chaperon mod | PLK1 PBD block | PI5P4Ka inh
41 | -5% | -0.3 | -18% | 5
42 | 9% | -1.7 | -15% | 0
43 | 5% | 0.9 | -2% | -2
44 | 1% | 1.8 | 3% | 4
45 | -4% | -4.0 | -14% | -3
46 | -1% | -20 | u | 1

Three entries from above, as tab-separated lines:
#	mol	WRN inhibitor	EPAC1 antagonist	EPAC1 agonist	MmCpn inh	EPAC2 antagonist	CCT chaperon mod	PLK1 PBD block	PI5P4Ka inh
45	Cc1ccc(S(=O)(=O)N2CCN(Cc3nnc(-c4c(-c5ccccc5)noc4C)o3)CC2)cc1	-30%	-13%	11%	0%	-4%	-4.0	-14%	-3
44	Cc1ccc(-n2cccn2)c(CN2CCCC(CNC(=O)c3ccc(F)cc3)C2)c1 (stereo not given)	-3%	-9%	1%	2%	1%	1.8	3%	4
43	COc1ccc(OC)c(CNC(=O)Cc2c(C(=O)O)[nH]c3ccccc23)c1	1%	-16%	10%	0%	5%	0.9	-2%	-2

A portion of the library; rates above refer to the full screens.
